High-throughput results deposited in PubChem BioAssay by several laboratories.
Cl transport mod: KCC2 cotransporter modulators, thallium flux, primary screen, cell-based, HEK293 KCC2, FluoZin-2 fluorescence, MLSMR. Solute carrier family 12 member 5 (Homo sapiens), Q9H2X9. KCC2 cells, thallium flux FluoZin-2 fluorescence. B-score of Tl+ flux slope (higher = more flux/activation; lower = inhibition) at 10 µM. hit rate 2.2% among 190,000;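 active means thallium flux slope and its plate-corrected score both differing from the plate sample mean at a set confidence after two filtering rounds, in either direction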;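 further: slope of fluorescence scaled to starting intensity during 10 to 20 s after thallium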
Target sequence (Q9H2X9 whole entry, looked up): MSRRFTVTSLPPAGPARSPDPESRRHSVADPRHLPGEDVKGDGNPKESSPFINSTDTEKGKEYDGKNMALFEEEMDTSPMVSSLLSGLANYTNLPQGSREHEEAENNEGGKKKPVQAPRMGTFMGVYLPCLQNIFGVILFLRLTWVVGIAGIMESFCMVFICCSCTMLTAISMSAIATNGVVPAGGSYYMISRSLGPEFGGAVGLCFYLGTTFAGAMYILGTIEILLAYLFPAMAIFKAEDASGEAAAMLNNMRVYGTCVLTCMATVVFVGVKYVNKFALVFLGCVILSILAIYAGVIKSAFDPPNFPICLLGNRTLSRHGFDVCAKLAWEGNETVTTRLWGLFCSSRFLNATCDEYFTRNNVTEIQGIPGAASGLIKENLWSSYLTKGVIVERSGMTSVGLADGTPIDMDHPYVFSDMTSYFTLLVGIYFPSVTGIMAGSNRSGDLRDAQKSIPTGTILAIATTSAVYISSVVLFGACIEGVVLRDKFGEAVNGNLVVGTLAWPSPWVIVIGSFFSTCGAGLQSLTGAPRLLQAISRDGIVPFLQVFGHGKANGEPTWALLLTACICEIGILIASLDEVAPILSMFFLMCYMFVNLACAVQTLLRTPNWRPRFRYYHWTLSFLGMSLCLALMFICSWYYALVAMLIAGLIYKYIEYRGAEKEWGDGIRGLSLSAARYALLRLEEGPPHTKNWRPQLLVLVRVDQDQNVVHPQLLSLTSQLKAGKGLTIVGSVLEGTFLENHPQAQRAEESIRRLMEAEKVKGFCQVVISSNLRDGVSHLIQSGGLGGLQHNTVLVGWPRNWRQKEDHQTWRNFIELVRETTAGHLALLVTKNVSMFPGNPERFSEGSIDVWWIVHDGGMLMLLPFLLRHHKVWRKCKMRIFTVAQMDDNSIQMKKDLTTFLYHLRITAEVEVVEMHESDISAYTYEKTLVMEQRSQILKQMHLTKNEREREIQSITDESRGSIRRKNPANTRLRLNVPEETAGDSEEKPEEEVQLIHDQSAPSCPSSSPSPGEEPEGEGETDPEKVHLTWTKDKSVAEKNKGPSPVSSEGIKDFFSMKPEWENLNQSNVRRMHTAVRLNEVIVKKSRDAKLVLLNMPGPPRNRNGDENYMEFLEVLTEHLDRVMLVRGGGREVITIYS
Furin inhibitor: human furin inhibitors, primary screen, biochemical, fluorescence intensity | purified furin, fluorogenic substrate cleavage | inhibition, % at 30 µM | P09958 | AID 463115, 2010 | hit rate 0.061% among 220,000; in the data active means inhibition above about 25%; further: inactives centre near -15
zfTRPN1 agonist: zebrafish TRPN1 channel agonists, primary screen, cell-based, HEK293, calcium fluorescence | transient receptor potential cation channel N1 (TRPN1/NompC), Danio rerio | HEK293 zebrafish TRPN1-YFP, Fluo-8 calcium fluorescence; 100% = response to 87 µM carbachol | activation, % at 3 µM | hit rate 0.18% among 220,000 | AID 1424, 2008;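 active means activation above its plate's cutoff, the mean activation of test wells on that plate plus 3 SD, cut at about 19% in these data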;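 further: 0% = DMSO alone and 100% = 87 µM carbachol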
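Material: zebrafish TRPN1-YFP in HEK293 cells. Doses: one dose of 3 µM, 0.3% DMSO. Incubation: dye 1 h 37 °C plus 30 min RT. Measured by: intracellular calcium fluorescence with Fluo-8.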
Tb hexokinase: Trypanosoma brucei hexokinase 1 inhibitors, primary screen, biochemical, G6PDH-coupled NADH absorbance, MLSCN library; hexokinase 1 [Trypanosoma brucei]; recombinant TbHK1, G6PDH-coupled NADH A340; inhibition, % at 10 µM; hit rate 0.11% among 220,000; AID 1430, 2008;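 active means inhibition of 50% or more in the single-dose primary screen; inactive means inhibition below 50%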
m-calpain inh: inhibitors of pig calpain II, primary screen, biochemical, fluorogenic peptide substrate, 1536-well. hit rate 0.37% among 220,000. inhibition, % at 16 µM. purified calpain II, 30 min;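 active means inhibition above about 50%, limit read from the data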
EBV gp42 block: Epstein-Barr virus gp42 inhibitors, primary screen, biochemical, uHTS, fluorescence polarization | Glycoprotein 42 (Epstein-Barr virus (strain AG876)), Q1HVG2 | Fluorescence polarization binding assay, mP read-out | inhibition, % (tested at 21.74 µM) | hit rate 0.42% among 220,000 | AID 1085, 2008; in the data active means inhibition above about 50%
TRPML3 agonist: human TRPML3 channel agonists, primary screen, cell-based, HEK293 TRPML3-YFP, Fluo-8 calcium fluorescence, 3 µM. 100% = the carbachol control signal. hit rate 0.29% among 220,000. activation, % at 3 µM. AID 1448, 2008. Mucolipin-3 (Homo sapiens), Q8TDD5;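 active means activation above its plate's cutoff, the mean activation of the plate's test wells plus 3 SD, cut at about 12% in these data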;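 further: 0% = DMSO only wells and 100% = carbachol wells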
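Material: HEK293 cells stably carrying human TRPML3-YFP; compound dosing: single dose, 3 µM final nominal compound, 0.3% DMSO final; incubation: 1-h 37 °C dye load, 5-s basal, 120-s post-compound reads; technique: Fluo-8 intracellular calcium fluorescence, excitation 470-495 nm, emission 515-575 nm; read-out basis: percent activation from peak-to-basal fluorescence ratio, scaled between DMSO and carbachol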
PPC-1+TRAIL kill: compounds killing PPC-1 cancer cells with TRAIL present, primary screen, TRAIL potentiator project, ATPLite luminescence, uHTS | hit rate 0.41% among 220,000 | PPC-1 cells + TRAIL, ATPLite viability luminescence | cell killing (% activity), % at 4 µM;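 active means cell killing above 50% in the first pass at 4 µM, then a duplicate retest at 5 µM averaging 50% or more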;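 further: plate controls were cells with TRAIL plus DMSO for no effect and medium-only wells lacking cells for full effect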
Thrombin inh: human alpha-thrombin inhibitors, primary screen, counter-screen for coagulation protease inhibitor project, biochemical, 1536-well, fluorogenic AMC substrate; hit rate 0.26% among 220,000; inhibition, % at 5 µM; Prothrombin (Homo sapiens), P00734; Boc-VPR-AMC fluorogenic substrate cleavage;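 active means inhibition at or above 40%; inactive means inhibition below 40%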;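 further: 0% = enzyme with no compound and 100% = wells without enzyme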
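Test system: human alpha-thrombin; medium: pH 7.5 Tris-saline with Tween 20; times: reaction at room temperature; signal: AMC fluorescence at 355 nm excitation and 460 nm emission; also added: Boc-VPR-AMC substrate, 15 µM final; dosing: one concentration per compound, 5 µM, with 0.2% DMSO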
* marks the source's active call; other numbers are inactive results; i = inactive; · = no result given; [ ] = remark or other dose.

SMILES	Cl transport mod	Furin inhibitor	zfTRPN1 agonist	Tb hexokinase	m-calpain inh	EBV gp42 block	TRPML3 agonist	PPC-1+TRAIL kill	Thrombin inh
O=C(Nc1ccc(-n2cnnn2)cc1)c1cn2ccccc2n1	·	-19	0.8	-29	-8	-19	0.6	24	-8
Cc1cc(C)nc(SCc2nnc(SCC(=O)N3CCCc4ccccc43)o2)n1	0.0055	-13	0.9	26	-17	-6	-1.2	4	3
CCc1ccc(N(C(C)=O)c2nc(CCl)cs2)cc1	1.1	-4	1.3	9	13	-7	0.1	5	12
CCNc1nc(Cl)nc(NCCOc2ccc(C)cc2)n1	0.14	-13	-0.9	28	-13	9	0.6	8	-4
Brc1ccc(OCCOc2cccc3cccnc23)cc1	1.1	-25	0.9	-5	-9	-18	0.3	-10	-1
O=C(NCc1ccc(Cl)cc1Cl)c1ccccn1	·	-23	0.4	-2	1	-28	0.1	13	-2
CCc1ccc(OCC(=O)NC(NC(=S)Nc2ccccc2)C(Cl)(Cl)Cl)cc1 (stereo not drawn)	-0.43	-16	-0.9	5	1	0	0.5	0	-5
COc1cccc(OCCNc2cc(N3CCCCC3)ccc2[N+](=O)[O-])c1	·	-13[20 µM]	-1.8	3	-25	-22	0.0	-26	2
O=C1c2ccccc2S(=O)(=O)N1CCOc1ccccc1	0.031	-16	-0.7	2	-3	-22	0.6	-8	-2
Cc1ccc(/C=N/NC(=O)Cn2cncn2)cc1	0.64	-35	2.6	-4	-30	-3	0.9	·	2
S=C(NNc1cccc(Cl)c1)NC1CCCCC1	0.028	6	-0.8	4	32	5	-0.5	-25	-8
Cc1nc2ccc(Cc3ccc4nc(C)[nH]c4c3)cc2[nH]1	-0.024	-16[20 µM]	-0.4	2	-13	-7	-0.3	31	0
COc1ccc(S(=O)(=O)N2CCCOC2CNC(=O)C(=O)NCCCn2ccnc2)cc1 (stereo not drawn)	0.42	-20	1.5	-8	-14	-1	1.3	7	4
CCOC(=O)NC(=O)C(=CNc1cccc(C)c1)C(=O)NC(=O)OCC	1.5	-19	2.5	-4	-11	-3	0.5	4	-1
O=C(COc1ccccc1)N(CCc1ccccc1)c1nc(-c2ccc(F)cc2)cs1	-0.45	-15[20 µM]	1.0	2	-20	-5	-0.1	-4	-13
O=C(CSc1nnc(C2CC2)n1-c1ccccc1)NCCc1ccc(F)cc1	-0.29	-29[20 µM]	-0.9	-9	28	-11	0.3	1	1
COc1cc2[nH]c3c(N4CCN(c5ccccn5)CC4)ncnc3c2cc1OC	·	14	1.7	-38	i	2	0.6	3	4
COc1cc(NC(=O)c2cc(CC(C)C)on2)c(OC)cc1Cl	-0.31	-20	1.0	-3	-2	-9	0.5	3	-3
O=C(NCc1ccc(S(=O)(=O)Nc2ccccc2Cl)s1)c1ccccc1	-0.39	-8	-0.2	-3	-2	3	-0.2	-2	-3
OC(C#CCCN1CCCCC1)(c1ccccc1)C1CCCCC1 (stereo not drawn)	0.52	-10	-0.7	18	20	-7	0.8	2	-7

A different layout for part of the listing above.
Below each compound – Cl transport mod | Furin inhibitor | zfTRPN1 agonist | Tb hexokinase | m-calpain inh | EBV gp42 block | TRPML3 agonist | PPC-1+TRAIL kill | Thrombin inh
> CCc1ccc(OCC(=O)NC(NC(=S)Nc2ccccc2)C(Cl)(Cl)Cl)cc1 (stereo not drawn)
  -0.43 | -16 | -0.9 | 5 | 1 | 0 | 0.5 | 0 | -5
> COc1cccc(OCCNc2cc(N3CCCCC3)ccc2[N+](=O)[O-])c1
  · | -13[20 µM] | -1.8 | 3 | -25 | -22 | 0.0 | -26 | 2
> O=C1c2ccccc2S(=O)(=O)N1CCOc1ccccc1
  0.031 | -16 | -0.7 | 2 | -3 | -22 | 0.6 | -8 | -2
> Cc1ccc(/C=N/NC(=O)Cn2cncn2)cc1
  0.64 | -35 | 2.6 | -4 | -30 | -3 | 0.9 | · | 2
> S=C(NNc1cccc(Cl)c1)NC1CCCCC1
  0.028 | 6 | -0.8 | 4 | 32 | 5 | -0.5 | -25 | -8
> Cc1nc2ccc(Cc3ccc4nc(C)[nH]c4c3)cc2[nH]1
  -0.024 | -16[20 µM] | -0.4 | 2 | -13 | -7 | -0.3 | 31 | 0

(continued)
SMILES	Cl transport mod	Furin inhibitor	zfTRPN1 agonist	Tb hexokinase	m-calpain inh	EBV gp42 block	TRPML3 agonist	PPC-1+TRAIL kill	Thrombin inh
CN1CCN(S(=O)(=O)c2cccc(S(=O)(=O)c3ccc(Cl)cc3)c2)CC1	0.067	-14[20 µM]	2.8	-3	-7	-8	1.6	16	-6
Cc1ccc(C)n1NC(=O)c1ccccc1O	0.0014	-6[20 µM]	-0.2	-11	-12	-4	-0.4	8	1
O=C(Nc1nnc(CC2=CCCCC2)s1)Nc1ccccc1F	0.86	-24	3.5	3	-14	-7	0.6	15	-4
O=C(OCc1csc(Nc2ccccc2)n1)c1ccc(Cl)cc1	0.55	-12	-0.4	4	22	-23	0.3	30	-5
CC(=O)NC1=NN(C(C)=O)C(C)(c2cccs2)S1 (stereo not drawn)	-0.39	-21[20 µM]	0.6	5	15	-4	0.3	14	-4
CS(=O)(=O)c1cnc(-c2ccccc2)nc1-c1ccc(Cl)c(Cl)c1	-2	-12	-0.9	-7	43	14	0.2	27	-3
COC(=O)CP(=O)(c1ccccc1)c1ccccc1	·	-17[20 µM]	-0.6	-6	-28	-10	0.6	20	1
CCN(CC)C(=O)COC(=O)c1ccc(O)cc1	·	-8[20 µM]	2.2	-1	-19	-6	0.2	4	0
COCCn1nnnc1C(c1cccc(C(F)(F)F)c1)N1CCN(Cc2ccccc2)CC1 (stereo not drawn)	-0.29	-6[20 µM]	3.9	3	-14	-13	1.2	-1	-1
O=C(c1ccco1)N1CCN(C(=S)Nc2cccc([N+](=O)[O-])c2)CC1	0.4	-15	0.2	-3	6	-5	0.4	4	0
O=C1OCCN1CC(=O)N1CCc2c([nH]c3ccccc23)C1c1ccccn1 (stereo not drawn)	-0.095	-5	-0.3	1	13	-13	0.5	-10	-9
Oc1ccccc1CNc1ccc(Br)cn1	20*	-30[20 µM]	-1.3	1	34	-11	0.6	20	-5
O=C(Nc1cccc(C(F)(F)F)c1)c1cccnc1N1CCN(c2ccccc2)CC1	-1.4	-18[20 µM]	-1.4	8	15	-19	1.9	11	4
Cn1c(=O)c(C(=O)CN2CCCc3ccccc32)c(N)n(Cc2ccccc2)c1=O	-0.0078	-14	3.0	-3	-13	13	1.8	9	-2
O=C(O)c1ccc(N2C(=O)CC(N3C(=O)/C(=C/c4ccc(Cl)cc4)SC3=S)C2=O)cc1 (stereo not drawn)	-0.98	-12	-0.2	-15	3	3	0.6	5	-7
Cc1ccc(S(=O)(=O)N(C)c2ccc(C(=O)Nc3c(C)n(C)n(-c4ccccc4)c3=O)cc2)cc1	1.4	-20	-0.2	1	0	-8	0.6	11	-7
CC1CCN(S(=O)(=O)c2ccc3ncn(CC(=O)N(C)Cc4ccccc4)c(=O)c3c2)CC1	·	-22	1.1	-10	-58	-4	-0.4	20	-2
O=C(NC1CCCCCC1)C1c2ccccc2C(=O)N1Cc1cccs1 (stereo not drawn)	0.0027	-25	-0.9	1	3	-1	0.1	13	-10
COC(=O)Cc1ccc(NC(=O)c2ccc(Br)o2)cc1	0.49	-3[20 µM]	0.4	5	-13	-3	-0.8	14	-8
CC1Cc2ccccc2N1C(=O)CN(C)S(=O)(=O)c1cccc2cccnc12 (stereo not drawn)	·	-33	1.7	-7	4	-9	-0.8	6	-6
CCc1cccc(NC(=O)Cn2cc3c(n2)CCCC3)c1	-1.1	-14	-1.1	3	5	8	-0.2	·	-4
Cc1ccnc(NC(=O)c2ccc3c(c2)OCO3)c1	0.046	-15	-0.2	-2	-14	-35	0.4	75*[5 µM]	-8
O=C(NCCOC(=O)c1ccc(Cl)c(S(=O)(=O)N2CCCCC2)c1)c1ccncc1	-2.2	-14	2.8	2	0	-29	1.3	14	-2
O=c1cc(CN2CCc3ccccc32)c2ccc(O)cc2o1	·	-18	0.1	-15	-115	2	-0.5	16	0
C=CCN(C(C)=O)C1CC(=O)N(c2ccc(OCCC)cc2)C1=O (stereo not drawn)	0.028	-24[20 µM]	-0.1	-6	-61	-6	0.6	32	-11
C=CCNC(=S)Nc1ccc(F)cc1F	-0.52	-29	2.7	-7	3	-14	1.2	9	3
Cc1nc(Cl)c(C#N)cc1-c1ccccc1	-0.53	-22[20 µM]	-1.2	-5	15	11	0.2	-12	28
CN(C)c1nc(OCCNC(=O)Nc2ccccc2)nc(N2CCOCC2)n1	·	-12[20 µM]	1.1	-2	-47	-17	0.8	-3	3
Cc1ccc(N2C(=O)CN=C2Nc2nc(C)cc(C)n2)cc1	0.73	-20	1.2	-5	-5	-6	0.9	7	4
Cc1csc2nc(CSc3nc4ccccc4o3)c(Br)n12	-2.3	-14[20 µM]	-2.0	10	3	-4	-0.9	18	-7
Cc1ccc(S(=O)(=O)NCC(=O)N2CCCCC2)cc1	0.85	-22	0.4	-8	-7	-8	-0.1	-2	0
CCCCCOc1ccc(CSc2ncn[nH]2)cc1	0.67	-11[20 µM]	0.3	-6	18	7	0.2	6	-1
COc1ccc(CCNC(=O)c2cc(-c3cc(Cl)cc(Cl)c3)oc2C)cc1	·	7[20 µM]	0.0	-10	-1	-14	0.1	-3	5
CCc1nc(-c2ccc(C)nc2OC)no1	1.8	-16[20 µM]	0.1	-8	-8	-51	0.8	7	-1
Cc1nc(-c2ccc3c(c2)OCCO3)cs1	0.11	-13	-1.5	-2	-3	-7	0.7	21	-6
O=C(CCC1CCCC1)N1CCC(N2CCN(c3ccccc3)CC2)CC1	·	-12	-0.1	-5	-31	-15	1.3	26	0
O=C(O)c1ccc(Nc2nc(-c3cccnc3)nc3ccccc23)cc1	-0.31	-28	2.0	-3	22	-13	1.5	16	1
CCCc1c2ccccc2nc2ccccc12	·	-22	-0.8	-8	-355	-4	0.0	2	2
N#C/C(=C\c1ccccc1[N+](=O)[O-])c1nc(C2CC2)cs1	-0.85	-19	-1.0	-7	2	10	-1.1	28	0
COc1ccc(Cn2c(=O)cc(N)n(-c3ccccc3C)c2=O)cc1	1.1	-18	0.4	-3	21	-6	0.0	22	-2
CCOc1ccc(S(=O)(=O)Nc2nccs2)cc1	0.76	-8	1.4	-3	-52	0	0.1	10	-3
CCC(C)n1c(=N)c(C#N)cc2c(=O)n3ccccc3nc21 (stereo not drawn)	-1.2	-76[20 µM]	-0.6	-10	-97	-11	0.4	0	-10
